Yeast growth tox – Compounds toxic to wild-type S. cerevisiae growth; growth inhibition, % at 25 µM (by protocol); A595 turbidity, 16 h; actives 0.3% (n = 30,000); AID 685;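 active means mutant and wild-type yeast strains alike exhibit over 30% growth inhibition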;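 further: 0% = untreated cell controls and 100% = YPD media blanks without cells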
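Incubation: 16 h growth with compound, 30 °C; Material: S. cerevisiae wild-type or eIF2Bepsilon-R284H mutant strain; Signal: turbidity measured as absorbance at 595 nm; Medium: YPD yeast growth medium; Measure: growth inhibition (%) versus cell controls and blanks; Doses: 25 µM single dose.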
Yeast eIF2B – eIF2B (yeast) activity modulation; S. cerevisiae eIF2B-epsilon R284H, GCN4-lacZ luminescence; inhibition, % at 25 µM (by protocol); actives 0.91% (n = 27,000); AID 688;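 active means mutant luminescence inhibited past about 50% while wild type luminescence and mutant growth stay under set limits, limit read from the data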; further: some compounds called inactive have numbers as strong as hits
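material = yeast eIF2B-epsilon R284H mutant carrying GCN4–beta-galactosidase fusion | schedule = 16 h growth with compound at 30 °C, 90 min Beta-Glo step | measured by = luminescence and A595 | compound dosing = one concentration, 25 µM, 0.25% DMSO | read-out basis = % inhibition of reporter signal and growth versus controls | buffer or medium = YPD medium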
Yeast growth tox inhibition % – also measured in Yeast growth tox; calls as there; growth inhibition, %; S. cerevisiae eIF2Bepsilon-R284H mutant growth, A595 turbidity, 16 h;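 each compound tested once at 25 µM; 0% equals untreated cells and 100% equals cell-free medium blanks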
Yeast eIF2B mutant toxicity – second read-out of Yeast eIF2B, no call of its own (marks repeat the call); growth inhibition, %; measured here: mutant yeast growth, toxicity;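 each compound tested once at 25 µM; zero equals untreated control growth and 100 equals blank medium absorbance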
Active calls of the source: *; · = not tested or not shown.

No.	smiles	Yeast growth tox	Yeast growth tox inhibition %
1	COc1cc(Cn2c(=O)oc3ccc(C)cc32)ccc1OC(C)C	-3.0	26.3
2	Cc1ccc(-c2nc3cc(NC(=O)C(C)C)ccc3o2)cc1C	-36.8	-3.5
3	Cc1nnc(-c2cnn(C)c2N)n1Cc1ccccc1F	29.3	3.2
4	CC(C)C[C@H](NC(=O)OC(C)(C)C)c1nnc(SCC(=O)Nc2ccc(Br)cc2)o1	-0.9	19.0
5	COc1ccc(-c2cc(C(=O)N3CCN(Cc4ccccc4)CC3)no2)cc1OC	7.3	-41.2
6	O=C(Nc1nncs1)c1ccccc1NS(=O)(=O)c1cccs1	1.5	-7.7
7	CCN(CC)C(=O)c1sc(NC(=O)Cc2ccccc2)c(C#N)c1C	30.9	3.5
8	Cc1ccc(C)c(NC(=O)CNS(=O)(=O)c2ccccc2)c1	1.6	4.8
9	O=C(O)c1nc(N2CCOCC2)nc(N2CCOCC2)n1	4.6	-3.3
10	Cc1ccccc1-c1c(C)oc2cc(O)ccc2c1=O	14.7	0.0

No.	Yeast eIF2B	Yeast eIF2B mutant toxicity
1	4.2	26.3
2	2.5	-3.5
3	20.2	3.2
4	-7.4	19.0
5	-6.8	-41.2
6	-56.0	-7.7
7	0.3	3.5
8	13.3	4.8
9	4.7	-3.3
10	18.5	·

No.	smiles	Yeast growth tox	Yeast growth tox inhibition %
11	CCOC(=O)C1=C(c2ccccc2)NC(SC)=C(C#N)C1c1ccco1 (centres undefined)	-12.1	5.0
12	CC(C)N1CC(O)=C(c2ccccc2)C1=N	-7.3	0.0
13	O=C(Cn1nc(-c2ccc(Cl)cc2)ccc1=O)NCCCN1CCN(Cc2ccccc2)CC1	-4.2	13.8
14	COC(=O)CNC(=O)Cn1ccc2ccccc2c1=O	12.2	-3.9
15	COC(=O)c1ccc(C2CC(=O)NC3=C2C(=O)CCC3)cc1 (centres undefined)	15.3	-22.7
16	CC(C)(C)C1CCC2(CC1)NC(CO)(CO)CO2 (centres undefined)	9.3	7.4
17	CC1CCN(S(=O)(=O)c2ccc(NC(=O)CN3CCOCC3)cc2)CC1	0.8	25.6
18	CC(=O)Nc1ccc(-n2nnnc2SCC(=O)N2CCN(C(=O)c3ccco3)CC2)cc1	20.6	-9.1
19	CCc1ccccc1Nc1nc(N)nc(CSCC(=O)c2cc(C)n(C)c2C)n1	9.6	21.4
20	O=C(NC1CCCCC1)Nn1c(-c2ccccc2)nc2ccccc2c1=O	5.7	16.1

No.	Yeast eIF2B	Yeast eIF2B mutant toxicity
11	-37.1	5.0
12	2.4	·
13	15.7	13.8
14	20.2	-3.9
15	19.4	-22.7
16	-19.9	7.4
17	·	·
18	14.5	-9.1
19	25.5	21.4
20	14.6	16.1

No.	smiles	Yeast growth tox	Yeast growth tox inhibition %
21	CCOC(=O)c1c(NC(N)=O)sc(C)c1C	7.7	3.6
22	COc1cc2c(cc1NC(=O)c1cncc(Br)c1)oc1ccccc12	-41.2	-21.7
23	O=C(NCCC1=CCCCC1)C1CCN(Cc2cnn(-c3ccccc3)c2-n2cccc2)CC1	2.1	3.7
24	O=S1(=O)C=C(SCCN2CCCC2)c2ccccc21	27.4	13.5
25	COc1ccc(CCN2C(=NC(=O)CCC(=O)O)SC3CS(=O)(=O)CC32)cc1 (centres undefined)	-15.7	-25.0
26	FC(F)(F)C(Oc1nc(NC2CCCCC2)nc(N2CCOCC2)n1)C(F)(F)F	-16.3	0.0
27	O=C(NCCc1ccc(Cl)cc1)c1cccnc1	-17.0	-22.2
28	O=C(Nc1cccc2c1CCCC2)c1ccco1	21.6	0.0
29	COc1ccc(NC(=O)CSc2nc(N)c(C(=O)Nc3ccc(N(C)C)cc3)s2)cc1	-13.8	-13.3
30	Cc1cc(C)c(C(N)=O)c(NCCc2ccccc2)n1	5.4	16.7

No.	Yeast eIF2B	Yeast eIF2B mutant toxicity
21	23.1	3.6
22	5.0	-21.7
23	26.6	3.7
24	16.2	13.5
25	31.0	-25.0
26	17.8	·
27	0.3	-22.2
28	24.0	·
29	·	·
30	-14.4	16.7

No.	smiles	Yeast growth tox	Yeast growth tox inhibition %
31	O=C(NCc1ccccn1)Nc1ccc2c(c1)OCO2	-1.5	5.8
32	COC(=O)CN(c1nc(C)c(Br)c(OC)n1)S(=O)(=O)c1ccc(C)cc1	-3.8	-25.0
33	CCN(CCO)Cc1cc(=O)oc2c(C)c(C)ccc12	9.0	-4.5
34	CCSc1ccccc1C(=O)NCc1ccco1	22.6	10.9
35	Cc1cc(C)c(C)c(S(=O)(=O)NCc2ccco2)c1C	2.8	9.4
36	CCN(CC)c1ccc(NC(=O)CSc2nnc3nc(C)cc(C)n23)cc1	35.0	-7.5
37	Cc1ccccc1-n1c(C)cc(/C=N/Nc2ccc([N+](=O)[O-])cn2)c1C	17.9	-11.1
38	CN(Cc1ccccc1)C(=O)[C@H]1CCC(=O)N1Cc1ccco1	13.7	12.1
39	CC1(C)CC(=O)C2=C(C1)OC(N)=C(C#N)C2CCc1ccccc1 (centres undefined)	·	·
40	COc1ccc(CCNC(=O)NC2CCCCC2)cc1OC	11.4	7.1

No.	Yeast eIF2B	Yeast eIF2B mutant toxicity
31	-6.2	5.8
32	24.5	-25.0
33	15.8	-4.5
34	·	·
35	-15.9	9.4
36	3.1	-7.5
37	-19.3	-11.1
38	27.6	12.1
39	-53.7	·
40	6.1	7.1

No.	smiles	Yeast growth tox	Yeast growth tox inhibition %
41	CC(C)OC(=O)c1cccnc1SCC(=O)N(C)c1ccccc1	14.6	25.8
42	Cc1ccc(CC(=O)OCC(=O)NC2CCCC(C)C2C)cc1C (centres undefined)	7.6	-28.6
43	C=C1CSc2nc(=O)c3c4c(sc3n21)CCC4	25.0	-15.8
44	CN(CC(=O)NCc1cccs1)S(=O)(=O)c1cccc2nsnc12	3.8	-13.6
45	COc1ccccc1N1CCN(CC(O)COc2ccc3c(c2)CCC3)CC1 (centres undefined)	-12.5	-15.0
46	COc1cc(NC(=O)c2ccc3c(c2)OCO3)ccc1NC(=O)C(C)C	-8.1	14.3
47	CCC1S/C(=N\S(=O)(=O)c2cccs2)N(C2CCCCC2)C1=O (centres undefined)	-4.9	0.0
48	Cc1cc(C)nc(SCc2nnc(SCC(=O)Nc3ccc(Cl)c(C(F)(F)F)c3)o2)n1	14.3	11.1
49	CC(=O)c1cccc(NC(=O)CN(C2CCCCC2)S(C)(=O)=O)c1	-20.0	0.0
50	CC(C)c1nnc(NC(=O)CSc2ccccc2)s1	28.1	10.3

No.	Yeast eIF2B	Yeast eIF2B mutant toxicity
41	13.1	25.8
42	7.4	-28.6
43	22.7	-15.8
44	16.1	-13.6
45	4.5	-15.0
46	·	·
47	-24.0	·
48	22.4	11.1
49	-7.2	·
50	·	·

No.	smiles	Yeast growth tox	Yeast growth tox inhibition %
51	Cc1sccc1C1C(C#N)=C(N)SC(N)=C1C#N	-9.6	7.7
52	COc1ccccc1C1C(C(N)=O)=C(C)Nc2ncnn21 (centres undefined)	-6.7	-11.1
53	CCn1c2ccccc2c2cc(C3C(C#N)=C(N)OC4=C3C(=O)CC(C)(C)C4)ccc21 (centres undefined)	3.5	19.1
54	CCCn1c(=N)n(CC(=O)O)c2ccccc21	11.6	-9.1
55	Cc1ccc(C)c(CSc2nnc([C@@H](N)C(C)C)o2)c1	-0.2	7.4
56	CCOC(=O)Cc1csc(SCC(=O)Nc2cc(Cl)ccc2Oc2ccccc2)n1	21.4	-28.6
57	COCCCn1c(CCC(=O)O)ccc1-c1ccc(F)cc1	22.4	3.6
58	CCOC(=O)Cc1nnc(Nc2ccc(C)cc2)c2ccccc12	1.3	3.2
59	COCCCNC(c1ccccc1)c1ccncc1 (centres undefined)	20.6	8.7
60	COc1cc(C)c(N(C(C)=O)c2ccccc2)c(C)c1	13.6	-2.3

No.	Yeast eIF2B	Yeast eIF2B mutant toxicity
51	22.9	7.7
52	·	·
53	6.5	19.1
54	8.4	-9.1
55	-3.9	7.4
56	22.4	-28.6
57	·	·
58	·	·
59	-2.0	8.7
60	24.6	-2.3

No.	smiles	Yeast growth tox	Yeast growth tox inhibition %
61	COc1ccc(-n2cnc3cc(NC(=O)c4ccco4)ccc32)cc1	-4.1	4.8
62	Nc1nc(-c2ccc(Cl)cc2)cc(C(F)(F)F)n1	10.4	-6.9
63	O=C(c1ccccc1)N(Cc1ccco1)C1CCS(=O)(=O)C1 (centres undefined)	29.0	10.6
64	CCCC(=O)NCc1ccc2c(c1)cc(C)n2C	2.2	-14.3
65	CN1C(=O)c2ccc(N(C)C)cc2C1=O	41.3	-10.7
66	C=CCn1c(SCc2csc(C)n2)nc2scc(-c3ccc(C)o3)c2c1=O	-2.9	3.3
67	COC(=O)c1cc(OC)c(OC)cc1NC(=O)CCc1ccc(C)o1	-3.5	16.1
68	CSCC[C@H](NC(=O)c1nn(C)c(=O)c2ccccc12)c1nc2ccccc2[nH]1	-3.2	-15.0
69	CC(=O)C1=C(NC(=O)c2ccc(F)cc2)CC2C1C2(C)C (centres undefined)	10.4	19.6
70	CC1CN(C(=O)COC(=O)c2cccs2)CC(C)O1 (centres undefined)	-4.9	-6.9

No.	Yeast eIF2B	Yeast eIF2B mutant toxicity
61	21.5	4.8
62	21.2	-6.9
63	·	·
64	-27.9	-14.3
65	13.0	-10.7
66	-33.1	3.3
67	27.2	16.1
68	14.1	-15.0
69	·	·
70	15.2	-6.9

3 entries already listed, sorted by length of the SMILES, falling:
No.	smiles	Yeast growth tox	Yeast growth tox inhibition %
62	Nc1nc(-c2ccc(Cl)cc2)cc(C(F)(F)F)n1	10.4	-6.9
70	CC1CN(C(=O)COC(=O)c2cccs2)CC(C)O1 (centres undefined)	-4.9	-6.9
65	CN1C(=O)c2ccc(N(C)C)cc2C1=O	41.3	-10.7

No.	Yeast eIF2B	Yeast eIF2B mutant toxicity
62	21.2	-6.9
70	15.2	-6.9
65	13.0	-10.7

(listing goes on)
No.	smiles	Yeast growth tox	Yeast growth tox inhibition %
71	CN(CC(=O)Nc1ccc(Cl)cc1)CC(=O)Nc1cc(Cl)ccc1C#N	9.6	-19.0
72	Cc1ccc(C(=O)C2COC(=O)C2)cc1 (centres undefined)	-4.5	-20.8
73	CCOCCCn1c(SCC(=O)NCc2ccco2)nc2c(sc3ccccc32)c1=O	7.3	21.6
74	O=c1c(/C=C(\O)c2ccc(F)cc2)nc2ccccc2n1-c1ccccc1	26.9	11.1
75	CCn1cnc2cc(NCc3ccncc3)ccc21	2.4	-4.2
76	COCCn1nnnc1C(c1ccc(Cl)cc1)N1CCSCC1 (centres undefined)	4.3	-11.1
77	CCCc1[nH][nH]c(=O)c1C(c1ccc(Br)cc1)C(C#N)C#N (centres undefined)	-16.4	-45.0
78	COc1ccc(OCCSc2ncccn2)cc1	15.7	0.0
79	CC1CCN(C(=O)COC(=O)c2n[nH]c3ccccc23)CC1	10.8	-14.3
80	CCOC(=O)CCSc1nc(C(C)(C)C)cc(C(F)(F)F)c1C#N	6.7	-28.9

No.	Yeast eIF2B	Yeast eIF2B mutant toxicity
71	-26.5	-19.0
72	27.7	-20.8
73	13.1	21.6
74	20.3	11.1
75	17.5	-4.2
76	-20.9	-11.1
77	13.5	-45.0
78	23.0	·
79	16.7	-14.3
80	-18.2	-28.9

Rewritten in transposed form: entries from further up
73: CCOCCCn1c(SCC(=O)NCc2ccco2)nc2c(sc3ccccc32)c1=O
74: O=c1c(/C=C(\O)c2ccc(F)cc2)nc2ccccc2n1-c1ccccc1
75: CCn1cnc2cc(NCc3ccncc3)ccc21
76: COCCn1nnnc1C(c1ccc(Cl)cc1)N1CCSCC1 (centres undefined)
77: CCCc1[nH][nH]c(=O)c1C(c1ccc(Br)cc1)C(C#N)C#N (centres undefined)
assay / compound,73,74,75,76,77
Yeast growth tox,7.3,26.9,2.4,4.3,-16.4
Yeast growth tox inhibition %,21.6,11.1,-4.2,-11.1,-45.0
Yeast eIF2B,13.1,20.3,17.5,-20.9,13.5
Yeast eIF2B mutant toxicity,21.6,11.1,-4.2,-11.1,-45.0

(cont.)
No.	smiles	Yeast growth tox	Yeast growth tox inhibition %
81	O=C(CSc1nnc(-c2cc3ccccc3cc2O)n1Cc1ccco1)c1ccc(F)cc1	-10.0	-26.9
82	CCc1ccc(N2C(=O)CC(N3CCC(C(=O)OC)CC3)C2=O)cc1 (centres undefined)	23.5	7.7
83	COC(=O)COc1ccc(S(=O)(=O)Nc2ccc3c(c2)OCCO3)cc1Cl	11.3	9.1
84	Cc1sc2ncn(CC(=O)N(CC(=O)NC3CCCC3)Cc3cccs3)c(=O)c2c1C	5.2	0.0
85	O=C(CCCN1C(=O)c2cccc3cccc(c23)C1=O)N1CCc2ccccc2C1	9.3	8.5
86	CCOC(=O)C1=C(C)N=C2SCCC(=O)N2[C@@H]1/C=C/c1ccccc1	9.2	0.0
87	Cn1c(Oc2ccccc2NCc2cccc(Br)c2)cc(=O)n(C)c1=O	0.0	10.0
88	CC1CCC(NC(=O)CC(C)(C)Cc2nc3ccccc3c(=O)[nH]2)CC1 (centres undefined)	20.7	-9.5

No.	Yeast eIF2B	Yeast eIF2B mutant toxicity
81	56.1	-26.9
82	·	·
83	11.6	9.1
84	17.9	·
85	·	·
86	9.0	·
87	32.3	10.0
88	15.5	-9.5

Screens deposited in PubChem BioAssay by PCMD.

A portion of the library (hit frequency here may not be typical).
